Bioassay records as filed in PubChem.
TDP1 block – TDP1 (human) enzyme inhibition; Q9NUW8; recombinant TDP1, AlphaScreen DNA substrate cleavage; Potency, µM (series often up to 130 µM), for the others: top-dose activity change, negative = inhibition, most hits filed as inhibitors; 350,000 compounds, 0.28% hits; further: nearly all actives have a fitted effect of over 40% in size
Target sequence (Q9NUW8 whole entry, looked up): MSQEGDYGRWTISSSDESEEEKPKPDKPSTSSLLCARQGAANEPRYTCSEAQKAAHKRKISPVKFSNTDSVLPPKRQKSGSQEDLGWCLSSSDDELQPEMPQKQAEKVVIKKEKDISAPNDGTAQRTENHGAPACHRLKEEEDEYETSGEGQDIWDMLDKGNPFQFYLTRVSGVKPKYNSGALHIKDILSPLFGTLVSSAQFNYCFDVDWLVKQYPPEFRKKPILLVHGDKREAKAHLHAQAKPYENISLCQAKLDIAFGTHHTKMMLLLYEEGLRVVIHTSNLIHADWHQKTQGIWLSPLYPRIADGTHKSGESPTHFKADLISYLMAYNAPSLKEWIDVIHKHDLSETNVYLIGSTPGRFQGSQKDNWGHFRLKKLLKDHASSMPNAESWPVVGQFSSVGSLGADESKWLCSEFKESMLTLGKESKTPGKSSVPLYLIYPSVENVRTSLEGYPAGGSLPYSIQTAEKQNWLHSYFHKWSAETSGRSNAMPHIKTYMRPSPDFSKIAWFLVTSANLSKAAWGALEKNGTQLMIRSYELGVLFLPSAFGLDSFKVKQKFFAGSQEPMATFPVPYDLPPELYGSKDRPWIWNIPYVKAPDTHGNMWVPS
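AlphaScreen read-out: signal falls as enzyme removes the 3' tyrosine-FITC from a 5'-biotinylated DNA oligo (15 nM, 5 min, RT). Enzyme was E. coli-made recombinant Tdp1 at 1 nM, exposed to compound for 15 min beforehand; beads 10 ug/ml, 10 min.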
N370S GC mod – N370S glucocerebrosidase modulation, Gaucher chaperone candidate; N370S GC spleen homogenate, 4MU-glucoside fluorescence; P04062; Potency, µM (top dose mostly 59.4 µM), for inactives: top-dose activity change, negative = inhibition, most hits filed as inhibitors; 330,000 compounds, 0.092% hits;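 further: 0% = full enzyme activity and -100% = no enzyme basal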
FEN1 inh – inhibitors of human flap endonuclease 1. P39748. Recombinant FEN1 flap cleavage, fluorescence, 15 min. Potency, µM (highest dose often 114 µM), for the others: at the highest dose activity change, negative = inhibition, hits mostly inhibitors. 390,000 compounds, 0.35% hits. AID 588795; further: nearly all actives have a fitted effect of over 65% in size
Target sequence (P39748 whole entry, looked up): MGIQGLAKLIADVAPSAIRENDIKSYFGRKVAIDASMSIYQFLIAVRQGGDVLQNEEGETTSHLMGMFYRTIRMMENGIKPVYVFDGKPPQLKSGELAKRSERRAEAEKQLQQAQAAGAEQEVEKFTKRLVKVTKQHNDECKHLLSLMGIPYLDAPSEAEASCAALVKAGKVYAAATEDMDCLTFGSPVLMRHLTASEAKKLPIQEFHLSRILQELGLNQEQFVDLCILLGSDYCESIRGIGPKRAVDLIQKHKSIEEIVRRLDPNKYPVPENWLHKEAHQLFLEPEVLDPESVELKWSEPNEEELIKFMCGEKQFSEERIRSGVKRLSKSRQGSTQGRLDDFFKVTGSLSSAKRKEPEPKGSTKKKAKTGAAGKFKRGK
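Quantitative HTS format: each compound was titrated, incubated with 10 nM nuclease for 15 min at room temperature, then challenged with flap substrate at 50 nM final. Signal change over 15 min gave concentration–effect curves.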
Numbers without * were called inactive; ? = inconclusive; · = no result given; & = joins results of further samples; [ ] = another dose, or the depositor's remark. The call rests on the fitted dose curve; in most records, active means well fitted curve in the direction sought with a large enough effect; inconclusive means small, poorly fitted or top-dose-only effect, or another doubt; inactive means no such curve, though single readings can be large; an effect the other way counts as inactive or inconclusive. Unless noted, on the % scale 0 is the no-effect control and ±100 the full control effect; potency means the concentration at half of the fitted maximal effect.

SMILES	TDP1 block	N370S GC mod	FEN1 inh
COc1ccccc1CNC(=O)CCc1c(C)nc2c(c(C)nn2-c2ccc(C)c(C)c2)c1C	-3%	·	-16%
Cc1cc(Cl)c(S(=O)(=O)N2CCN(c3ccccn3)CC2)cc1OCC(=O)NC1CCCCC1	8%	-3%	2%
Cc1ccccc1C(=O)Nc1nc(SCc2ccc(Cl)cc2)n[nH]1	-1%	-10%	-1%
CCOc1ccc(C2=NC(c3cccs3)=Nc3ccc(CC)cc3N2)cc1OCC	12%	·	-22%
Cc1cc(S(=O)(=O)N2CCOCC2)ccc1OCC(=O)N1CCCCC1	14%	-4%	5%
NNC(=O)C=C1CCN(c2ncc(C(F)(F)F)cc2Cl)CC1	7%	7%	-2%
COCC(=O)Nc1ccc(N2CCOCC2)c(S(=O)(=O)Nc2ccc(OC)cc2)c1	0%	·	18%
CC[n+]1c(P(=O)([O-])c2ccccc2)[nH]c2ccccc21	3%	10%	10%
CSCC[C@@H](C(=O)NCc1cccs1)N1Cc2ccccc2C1=O	-1%	2%	-2%
Cc1[nH]c2ccccc2c1NC(=O)CN1CCN(c2cccc(C(F)(F)F)c2)CC1	5%	-4%	-20%
Cc1ccc(C(=O)NCCCNC(=O)Cc2ccc(Cl)cc2)cn1	0%	-10%	4%
COc1ccc(C(=O)NCC(=O)N/N=C(C)\C=C\c2ccccc2)cc1OC	4%	2%	-7%
CC(C)CC(NC(=O)CC12CC3CC(CC(C3)C1)C2)C(=O)NC1=NCCS1 (stereo not given)	0%	?	1%
Cc1ccccc1CN(C)CC(=O)Nc1c(C)cccc1C(C)C	-5%	15%	14%
N#C/C(=C\c1ccc(N2CCCC2)c([N+](=O)[O-])c1)c1nc2ccccc2[nH]1	6%	5%	-1%
COc1ccc(OC(=O)c2cc(S(=O)(=O)N3CCCC3)ccc2Cl)cc1	-2%	-3%	-9%
CCCCN(CCCC)CCCNC(=O)C1CC(c2ccc(C(F)(F)F)cc2)=NO1 (stereo not given)	6%	-9%	-9%
CCNC(=S)NNc1nc(N2CCCCC2)nc(N2CCOCC2)n1	3%	9%	-8%
COc1ccc(NC(=O)c2oc3ccccc3c2NC(=O)c2cc3ccccc3o2)cc1	6%	·	15%
CCOC(=O)C(NC(=O)c1ccc(Cl)cc1Cl)(Nc1ccc(C)cc1)C(F)(F)F (stereo not given)	6%	-14%	-3%

Molecules shown so far that have an NH in an aromatic ring, in the order listed:
SMILES	TDP1 block	N370S GC mod	FEN1 inh
Cc1ccccc1C(=O)Nc1nc(SCc2ccc(Cl)cc2)n[nH]1	-1%	-10%	-1%
CC[n+]1c(P(=O)([O-])c2ccccc2)[nH]c2ccccc21	3%	10%	10%
Cc1[nH]c2ccccc2c1NC(=O)CN1CCN(c2cccc(C(F)(F)F)c2)CC1	5%	-4%	-20%
N#C/C(=C\c1ccc(N2CCCC2)c([N+](=O)[O-])c1)c1nc2ccccc2[nH]1	6%	5%	-1%

3 records drawn at random from the list so far, as already listed:
SMILES	TDP1 block	N370S GC mod	FEN1 inh
COc1ccc(C(=O)NCC(=O)N/N=C(C)\C=C\c2ccccc2)cc1OC	4%	2%	-7%
N#C/C(=C\c1ccc(N2CCCC2)c([N+](=O)[O-])c1)c1nc2ccccc2[nH]1	6%	5%	-1%
CCCCN(CCCC)CCCNC(=O)C1CC(c2ccc(C(F)(F)F)cc2)=NO1 (stereo not given)	6%	-9%	-9%

The listing continues:
SMILES	TDP1 block	N370S GC mod	FEN1 inh
COc1ccc(S(=O)(=O)N2CCCCC2)cc1NC(=O)Cc1cccs1	0%	·	2%
CC(C)NC(=O)CSc1c2c(nc3ccccc13)CCCC2	8%	-4%	2%
O=C(c1ccccc1)N1CCC(O)(c2cccnc2)CC1	2%	28%	-5%
O=C(CNC(=O)c1cccc(F)c1)NC1CC1	0%	·	-2%
CCOC(=O)C1C(=O)C(C(C)=O)C(=O)CC1CC(C)SCC (stereo not given)	0%	2%	-10%
COC(=O)c1c(C)oc(C)c1S(=O)(=O)N1CCOCC1	-3%	-5%	-1%
CNC(=O)c1ccsc1NC(=O)c1ccc(Cl)s1	1%	0%	5%
COc1cc(CNC2CCCC2)cc(Br)c1OCC(=O)Nc1ccccc1C	5%	-10%	-8%
Cn1c(SCC(=O)NC2CC2)nnc1-c1cccc(NC(=O)c2ccccc2F)c1	2%	-1%	5%
O=C(Cc1ccccc1)NC(NCCc1ccccc1)C(Cl)(Cl)Cl (stereo not given)	-5%	11%	-20%
O=c1c2ccccc2nc(COc2ccccc2)n1/N=C/c1ccco1	-3%	15%	-8%
Cc1ccc(OCC(=O)N/N=C2/SCC(=O)N2Cc2ccccc2)cc1	3%	25%	-3%
O=C(CSc1nc(O)c(Cc2ccccc2F)c(=O)[nH]1)N1CCCCCC1	3%	-3%	5%
CC1(C)C2CCC1(C)C(OC(=O)CCn1ccnc1)C2 (stereo not given)	5%	-1%	0%
CC(C)NC(=O)c1ccc(NC(=O)N2CCCCc3ccccc32)cc1	1%	·	-6%
COc1ccc(Cl)cc1C(=O)Nc1cc(=O)n(C)c(=O)n1C	·	8%	-14%
COc1nc(NC2CCCCC2)nc(N2CCCCCC2)n1	0%	22%	-1%
CCn1c(CN2CCN(C(c3ccccc3)c3ccccc3)CC2)nc2c1c(=O)n(C)c(=O)n2C	·	0%	-20%
Cc1ccc2nc(NS(=O)(=O)c3cn(C)nc3C)sc2c1	1%	-5%	-12%
Cc1cc(=O)n(C)c(=O)n1CCCCCCOc1cccc([N+](=O)[O-])c1	0%	25%	14%
O=C(CCN1CCc2ccccc2C(c2ccccc2)C1)c1ccc2c(c1)OCCO2 (stereo not given)	10%	10%	17%
COC(=O)CN1C(=O)C2(C(C#N)=C(N)Oc3cc(C)oc(=O)c32)c2ccccc21 (stereo not given)	1%	-14%	-10%
CCOc1ccc(C(=O)Nc2cc(-c3nc4ccccc4[nH]3)ccc2C)cc1[N+](=O)[O-]	8%	0%	-12%
O=[N+]([O-])c1ccc2nc(SCc3cn4ccccc4n3)[nH]c2c1	3%	-4%	-6%
Cc1ccc(CSCCNC(=O)CN2C(=O)c3ccccc3S2(=O)=O)cc1	7%	2%	-4%
C=CCC(=O)NC1CC(C)(C)Cc2c1cnn2-c1ccccc1C (stereo not given)	·	7%	5%
COc1ccccc1C(=O)N/C(=C/c1ccc(Br)cc1)C(=O)NCCCn1ccnc1	5%	-6%	-9%
CCOC(=O)c1c(C)[nH]c(N=Nc2cccc(C)c2)c1C	15%	-28%	-19%
CCCCn1c(N)c(N(CCOC)C(=O)c2cccc(-n3cnnn3)c2)c(=O)[nH]c1=O	-10%	4%	-5%
COc1ccc(-c2nc(CS(=O)CC(=O)NC3CCCC(C)C3C)c(C)o2)cc1OC (stereo not given)	9%	2%	1%
CS/C(N)=N/S(=O)(=O)c1ccc(NC(C)=O)cc1	·	-3%	20%
Cc1cc(-c2nnc(SCC(=O)Nc3c(C)cccc3C)n2N)n[nH]1	3%	-1%	19%
O=C(CN1CCN(c2ccccc2F)CC1)Nc1nnc(C(F)(F)F)s1	-1%	2%	14%
O=C(NNC(=O)c1ccc(Br)s1)c1csc(N2CCOCC2)n1	-8%	·	14%
CCOC(=O)N/N=C/c1ccc(F)cc1	0%	-19%	2%
O=C(NNc1ccc([N+](=O)[O-])cc1)C1CC1c1ccccc1 (stereo not given)	-3%	-4%	1%
COc1ccc(CC(=O)NNC(=O)COc2ccc(Br)cc2C)cc1OC	1%	-2%	-2%
O=C(O)c1ccc2[nH]c3c(c2c1)CCCC3	·	-5%	20%
O=C(NNC(=O)c1cc2cc3ccccc3nc2s1)c1cccc(C(F)(F)F)c1	·	-6%	-11%
COc1ccccc1NC(=O)C1CCN(C(=O)c2ccco2)CC1	·	-16%	9%
CCN1CCN(c2nnc(-c3ccccc3)c3ccccc23)CC1	·	-7%	21%
CC(C)(C)n1nc2c(c1NC(=O)Cc1cccc3ccccc13)CS(=O)C2 (stereo not given)	-1%	-9%	2%
Cc1ccc(N2CCN(S(=O)(=O)c3ccc4c(c3)oc(=O)n4C)CC2C)cc1 (stereo not given)	2%	4%	0%
O=c1[nH]c(-c2ccccc2Cl)nc2c1sc(=S)n2-c1ccccc1	9%	-5%	10%
COc1ccccc1NC(=O)CSc1nc(=O)n2cc(C)ccc2n1	0%	-3%	-5%
CN(C)CCNC(=O)c1onc(CSc2ccc(F)c(F)c2)c1C(=O)NCCN(C)C	-1%	-1%	0%
CCOc1ncccc1C(=O)OCC(=O)Nc1ccc(S(=O)(=O)N2CCOCC2)cc1	3%	-2%	2%
Cc1cccc(NC(=O)Nc2ccc(F)cc2)n1	-2%	?	2%&18%
N#CCC(N)=C(C#N)C#N	-3%	8%	-5%
CCN(C[C@H]1N[C@@](Cc2ccccc2)(C(=O)OC)[C@H]2C(=O)N(Cc3ccccc3)C(=O)[C@@H]12)C(=O)Nc1ccc(C)cc1	1%	·	-18%
Other structures.
SMILES	TDP1 block	N370S GC mod	FEN1 inh
COc1cc2c(cc1OC)C(CCc1ccccc1)=NCC2	·	4%	-15%
Cc1ccc(CNC(=O)C2CCN(S(=O)(=O)N3CCCC3)CC2)cc1	2%	-7%	-3%
COc1ccc(-c2nnnn2-c2ccccc2OC)cc1	2%	6%	-7%
CCN(CC)CCCNC(=O)c1cnc(SC)nc1-c1ccccc1	1%	·	-2%
COc1ccc(CCNC(=O)C2CCN(C(=O)c3cccs3)CC2)cc1	3%	10%	22%
CC(=O)Nc1ccc2c(c1)nc(CCN1CCC(C)CC1)n2C	0%	-6%	1%
COC(=O)c1ccc(CNC(=O)c2nc(Cn3nc(C)c(Br)c3C)no2)cc1	5%	·	8%
COCCCN(Cc1ccco1)C(=O)CSc1nc2ncccc2[nH]1	2%	?	4%
CC(C)C(NS(=O)(=O)c1cccs1)C(=O)NCCCN1CCCCCC1 (stereo not given)	·	-7%	9%
Cc1cc(C)c(NC(=O)/C=C\C(=O)O)c([N+](=O)[O-])c1	3%	·	1%
Cn1cnc(C(=O)NCc2ccccc2)c1C(=O)NCc1ccccc1	0%	·	6%
COc1ccc(C(=O)Nc2ccc(Nc3ccccc3)cc2)cc1OC	·	-3%	17%
CCOC(=O)c1sc(Nc2ccccc2Cl)nc1C	0%	0%	?
COc1ccc(Nc2cc(C(=O)NCc3cccnc3)c3ccccc3n2)c(OC)c1	5%	1%	·
c1csc(-c2noc(CN3CCN4CCCC4C3)n2)c1 (stereo not given)	1%	-6%	0%
O=C(CCC(=O)N(CC(=O)NC1CCCC1)c1ccc(F)cc1)Nc1nccs1	·	-7%	-5%
O=C(NC(=S)NCc1nc2ccccc2[nH]1)c1ccc(F)cc1	2%	1%	9%
COCCn1c(N)c(N(Cc2ccccc2)C(=O)COc2ccc(F)cc2Cl)c(=O)[nH]c1=O	·	1%	-3%
COc1ccc(S(=O)(=O)Nc2ccc3oc(C)c(C(C)=O)c3c2)cc1	6%	2%	14%
Cc1cc(C(=O)NNc2ccc(Cl)cc2)no1	9%	-9%	13%
O=C(CSc1nnc(-c2ccc3c(c2)OCO3)o1)Nc1c(F)cccc1F	1%	·	-5%
Cc1occc1C(=O)Nc1nnc(C(F)(F)F)s1	-7%	-2%	2%
NC(=O)Nc1ccc2c(c1)OCCO2	-4%	-1%[12.8 µM]	0%
COc1cccc(C2/C(=C(/O)c3ccc(F)cc3)C(=O)C(=O)N2CCN(C)C)c1 (stereo not given)	7%	20%[2.35 µM]	-4%
COc1ccc(/C=N/NC(=O)CN2CCCc3ccccc32)c(OC)c1	·	23%	-11%
COc1ccc(-c2nc3ccc(C(=O)NCC(OC)OC)cc3nc2-c2ccc(OC)c(OC)c2)cc1OC	·	-9%	16%
CCc1ccc2[nH]c(=O)c(CN(Cc3cccs3)Cc3nnnn3Cc3ccccc3)cc2c1	2%	·	1%
COCCN1Cc2cccc(C(=O)Nc3ccc(C)c(F)c3)c2C1=O	-5%	·	-20%
O=C(NC(=S)N1CCCCC1CO)c1cccs1 (stereo not given)	1%	·	3%
Cc1ccccc1Cn1nc(C)c(NC(=O)c2cc3n(n2)C(C(F)F)CC(C(F)F)N3)c1C (stereo not given)	2%	15%	-18%
COc1ccc2c(c1)O[C@@H](c1ccc3c(c1)OCO3)[C@H](OC(=O)Nc1ccc(C)c(Br)c1)C2=O	9%	4%	·
CCN(C(=O)CSc1cc(-c2ccccc2)c2ccc(OC)cc2n1)C1CCS(=O)(=O)C1 (stereo not given)	3%	-12%	-4%
N#Cc1ccc(C(=O)Nc2cc(S(=O)(=O)N3CCOCC3)ccc2N2CCCC2)cc1	-2%	·	0%
O=C(C1CCN(S(=O)(=O)c2ccc(Br)s2)CC1)N1CCc2ccccc21	-1%	3%	0%
O=C(CSc1nnc(NC2CCCCC2)s1)NN1C(=O)NC2(CCCCC2)C1=O	5%	9%	0%
CCc1ccccc1NC(=O)CSc1nnc(Cn2cnc3ccccc32)o1	-4%	1%	2%
CSc1ccc(S(=O)(=O)Nc2ccc3c(c2)NC(=O)CC3)cc1	3%	5%	4%
